# NPY-Y2 antag: NPY-Y2 receptor antagonists, primary screen, cell-based; Neuropeptide Y receptor type 2 (Homo sapiens), P49146; NPY-Y2 expressing cells, antagonist mode; inhibition, % at 2.7 µM; 0.99% of 140,000 active; in the data active = inhibition above about 17%;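 also: 0% = vehicle with agonist challenge and 100% = reference antagonist with challenge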
# Target sequence (P49146 whole entry, looked up): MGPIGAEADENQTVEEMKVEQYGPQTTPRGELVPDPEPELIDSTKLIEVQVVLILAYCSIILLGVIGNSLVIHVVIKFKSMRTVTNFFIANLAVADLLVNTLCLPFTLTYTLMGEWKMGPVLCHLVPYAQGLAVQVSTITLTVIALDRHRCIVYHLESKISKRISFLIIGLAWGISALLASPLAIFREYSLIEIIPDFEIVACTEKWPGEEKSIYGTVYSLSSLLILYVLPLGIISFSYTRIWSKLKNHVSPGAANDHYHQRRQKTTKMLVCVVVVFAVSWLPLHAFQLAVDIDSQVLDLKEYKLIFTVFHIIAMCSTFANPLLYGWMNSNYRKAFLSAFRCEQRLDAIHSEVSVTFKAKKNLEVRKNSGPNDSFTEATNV
# bCat KO growth: primary screen for growth suppressors in beta-catenin knockout HCT116 cells (colon tumor, human); 1.5% of 140,000 active; viability, % at 10 µM; AID 818, 2007; HCT116 beta-catenin knockout viability, CellTiter-Glo, 60 h; stronger effect = lower value;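 active = viability at or under a set limit, the compound median less 4 SD, cut at about 6% in these data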;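 also: 0% = Hyamine 1622 control at 20 µM and 100% = untreated cell control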
# BB579 growth dn: growth inhibitors of yeast BB579 in restrictive medium, primary screen, yeast lifespan-shortening project, S. cerevisiae | AID 804, 2007 | inhibition, % at 10 µM | OD615, 48 h | 0.51% of 140,000 active;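 active = inhibition above a set limit, 3 SD over the mean compound inhibition, cut at about 44% in these data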; also: inactives centre near -24
#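 Test system: DeaD yeast strain BB579 / Buffer or medium: restrictive glucose-based CSMM-D medium / Doses: single 10 µM dose / Schedule: 4 h cell preincubation, 48 h compound exposure, 30 °C humidified / Technique: culture absorbance at 615 nm / Controls: amphotericin B positive control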
# PTEN del growth: growth suppression of PTEN-null HCT116, primary screen, cell-based, CellTiter-Glo | HCT116 PTEN-null viability, 60 h; stronger effect = lower value | 1.2% of 140,000 active | viability, % at 10 µM;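 active = viability at or below a set limit, 4 SD under the median of all tested compounds, cut at about 3.7% in these data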;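 also: PTEN knockout HCT116 line with beta catenin targeted HCT116 as companion control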
# E-sel TNF inh: E-selectin induction blockers in HUVEC – imaging, immunofluorescence, high content, primary screen; AID 1246, 2008; HUVEC TNFa-induced E-selectin immunofluorescence; 0.71% of 120,000 active; inhibition, % at 2 µM;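 active = inhibition above the batch mean plus 3 SD, and confirmed as a hit on visual image review, cut at about 43% in these data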;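 also: 0% = TNF-stimulated DMSO wells and 100% = unstimulated control wells; not every result past the cut was called active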
# Measles CPE: compounds protecting cells from measles virus cytopathic effect, primary screen, measles RdRp inhibitor project, single point, MLSMR library, absorbance | AID 841, 2007 | protection (pct of control), % at 4 µM | Measles virus-infected cells, CPE protection | 1.5% of 140,000 active; in the data active = protection mostly above about 24%, no sharp cut-off; inactive = mostly below about 26%; also: some compounds called inactive have numbers as strong as hits
# GALR2 antag: GALR2 antagonists in receptor-expressing cells, primary screen; Galanin receptor type 2 (Homo sapiens), O43603; antagonist mode; inhibition, % at 4 µM; 0.39% of 140,000 active; AID 828, 2007; in the data active = inhibition above about 27%;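 also: cells stimulated with galanin 1-16 at roughly its EC80; 0% = agonist challenge control and 100% = basal control without agonist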
# Target sequence (O43603 whole entry, looked up): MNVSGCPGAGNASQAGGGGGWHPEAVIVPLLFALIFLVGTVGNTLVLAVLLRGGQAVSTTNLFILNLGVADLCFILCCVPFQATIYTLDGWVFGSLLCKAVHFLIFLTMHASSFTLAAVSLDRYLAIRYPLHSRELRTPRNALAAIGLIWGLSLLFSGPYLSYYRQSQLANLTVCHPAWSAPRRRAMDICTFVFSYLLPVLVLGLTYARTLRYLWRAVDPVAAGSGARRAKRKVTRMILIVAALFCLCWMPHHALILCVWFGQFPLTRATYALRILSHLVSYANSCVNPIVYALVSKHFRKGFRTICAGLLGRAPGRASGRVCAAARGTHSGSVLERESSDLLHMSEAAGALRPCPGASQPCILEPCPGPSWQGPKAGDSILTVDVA
# Phagocytosis inh: inhibitors of macrophage phagocytosis, primary screen, imaging, J774A.1 cells, IgG beads; J774A.1 macrophage IgG-bead phagocytosis; inhibition, % at 5 µM; 0.07% of 110,000 active; AID 1029, 2008;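 active = inhibition above the mean of the plate negative controls plus 5 SD, cut at about 13% in these data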;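 also: phagocytic index as fraction of beads internalized from green versus red external bead signal; plate controls were DMSO negative control for no effect and cytochalasin-D positive control for full effect; some results beyond the cut were filed as inactive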
# MRP1 act: H69AR viability gain despite doxorubicin, primary screen, MRP-1 activator project, H69AR cells, CellTiter-Glo | viability rescue | viability increase, % at 10 µM | 0.61% of 140,000 active | AID 799, 2007;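 active = viability gain under doxorubicin at or above a set limit, the compound median plus 3 SD, cut at about 4.7% in these data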;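 also: MRP-1 overexpressing cells given doxorubicin 25 µM after compound pretreatment; 18-22 h compound pretreatment then 72 h with doxorubicin before readout; 0% = doxorubicin-only wells and 100% = vehicle-treated cells without doxorubicin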
# Yeast lifespan up: compounds extending yeast replicative lifespan, primary screen, S. cerevisiae, OD615; S. cerevisiae growth with nicotinamide; deaD strain in restrictive glucose medium; inhibition of the nicotinamide effect, % at 10 µM; 0.68% of 130,000 active;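 active = inhibition above a set limit, placed 3 SD over the median of all compounds, cut at about 26% in these data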;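 also: 0% = nicotinamide-treated wells and 100% = cells grown without nicotinamide; some compounds called inactive have numbers as strong as hits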
#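 assay system = DeaD-strain S. cerevisiae | buffer or medium = restrictive glucose medium | reagent = 1.5 mM nicotinamide | compound = 10 µM single point, 0.25% DMSO | incubation = 48 h compound exposure at 30 °C, humidified | signal = OD615 measurement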
# Active calls of the source: *; nt = no result given.
molecule,NPY-Y2 antag,bCat KO growth,BB579 growth dn,PTEN del growth,E-sel TNF inh,Measles CPE,GALR2 antag,Phagocytosis inh,MRP1 act,Yeast lifespan up
CC1(C)CC(=NOC(=O)c2ccccc2)CC(C)(C)N1O,1.3,93.5,74.0*,97.0,nt,26.1,3.7,-9.3,1.4,-5.9
O=C(CCn1nnc2ccccc2c1=O)N[C@H](C(=O)O)c1ccccc1,1.6,73.0,-54.6,81.7,nt,6.8,4.7,-1.0,0.0,-1.3
N#Cc1nc(COc2ccccc2Cl)oc1NCc1ccc(F)cc1,3.4,74.4,-31.6,85.5,nt,4.3,2.9,-2.3,-2.1,-4.1
CCc1ccc2c(Cl)c(C(=O)N/N=C/c3c[nH]c4ccccc34)sc2c1,0.5,65.1,-46.1,72.3,-41.5,0.8,-0.6,-0.7,-2.0,-11.1
COc1ccc(-c2cc(C(F)(F)F)nc(SCC(=O)Nc3cc(C)on3)n2)cc1,0.4,71.6,-40.0,72.7,-31.1,4.2,0.0,-1.2,-4.2,-10.6
CCOC(=O)NC(NCc1ccccc1Cl)(C(F)(F)F)C(F)(F)F,1.1,97.5,-36.7,107.8,-19.7,21.2,3.6,-0.9,-1.5,3.4
CCc1ccc(CC2S/C(=C(\C#N)C(C)=O)NC2=O)cc1 (configuration not stated),6.0,67.3,-2.9,74.6,50.1*,30.6,3.2,-0.8,2.2,44.5*
O=C(c1cccc(F)c1)N1CCN(S(=O)(=O)c2ccccc2)CC1,0.2,106.2,-21.0,96.5,2.2,18.6,-16.1,-0.3,-2.4,9.7
COc1cc(C(=S)N2CCOCC2)ccc1OC(=O)c1cc([N+](=O)[O-])cc([N+](=O)[O-])c1,7.3,96.6,-18.2,98.2,1.3,5.1,4.7,-9.8,3.1,2.6
O=C(CCN1CCCCC1)Nn1c(=S)[nH]c2ccccc2c1=O,-1.9,100.0,-32.4,92.9,8.4,3.3,3.8,1.9,-1.9,1.2
O=S(=O)(NC1CCCCC1Sc1ncccn1)c1ccccc1 (configuration not stated),1.9,92.5,4.7,99.4,7.5,14.8,-6.6,-5.7,-1.9,1.9
O=C(Nc1cccc(NC(=O)c2ccc(-c3ccc(Br)cc3)o2)c1)c1ccccc1,-2.0,14.8,-35.5,6.5,-16.1,6.0,-0.4,3.0,-4.6,-22.1
C/C(=N\NC(=O)CCCNc1ccc(C)cc1)c1ccccn1,5.5,5.8*,-38.7,5.5,11.6,1.5,-4.3,-3.6,-2.5,4.9
O=C(NCCSc1ccccc1)c1cccnc1,1.8,87.8,-38.2,108.2,nt,4.0,-2.8,-1.3,0.2,-10.9
COc1ccc(C(=O)Nc2c3c(nn2-c2cccc(Cl)c2)CS(=O)C3)cc1 (configuration not stated),1.1,89.7,-36.0,84.7,nt,24.6,8.0,-0.5,-0.4,-5.6
C=CCNC(=O)c1ccc(Cn2c(=S)[nH]c3cc4c(cc3c2=O)OCO4)cc1,1.1,85.7,-44.6,74.8,-31.4,20.1,2.2,nt,-4.9,-12.2
Cc1ccc2[nH]c3c(=O)n(CCC4=CCCCC4)cnc3c2c1,0.8,106.2,4.5,100.1,-8.9,4.1,5.1,nt,0.5,-8.6
COc1ccc(CN(C2CCCCC2C)S(=O)(=O)c2ccc(S(=O)(=O)N(C)C)cc2)cc1OC (configuration not stated),7.7,73.4,-41.9,70.0,nt,4.2,-5.7,4.7,-2.8,3.2
COc1ccc(CCN(C)CCC(=O)Nc2c(C)cc(C)cc2C)cc1OC,3.8,79.7,-18.6,90.7,-16.9,5.1,-5.6,nt,-1.4,-15.6
COc1cc(/C=C/C(=O)OCC(=O)Nc2ccc3c(c2)OCCO3)ccc1OCC#N,7.6,104.5,-28.2,98.8,-0.8,24.2,-1.4,-1.1,-2.0,-0.5
Cc1ccc(C2/C(=C(\O)c3cnn(-c4ccccc4)c3C)C(=O)C(=O)N2CCN(C)C)o1 (configuration not stated),0.8,97.8,11.1,97.1,-36.7,21.2,-12.5,nt,-1.3,-7.5
CS(=O)(=O)Nc1ccc(C(=O)N2CCCC2)cc1,1.5,98.0,-18.2,100.4,-15.2,29.4,1.8,-0.6,0.2,-5.5
CC(C)c1cc(CN2CCN(CCC#N)CC2)cc(C(C)C)c1O,3.6,93.3,-43.7,83.0,6.0,5.9,5.0,nt,-2.4,-10.9
Cc1ccnn1CCSCC(=O)O,-0.2,93.4,15.9,98.2,8.0,3.5,-7.4,1.3,1.6,-13.6
CC(C)NS(=O)(=O)c1ccc(CCC(=O)Nc2cc(Cl)ccc2Oc2ccccc2)cc1,-3.4,60.6,-10.2,53.1,-12.6,7.4,-4.0,-0.6,-2.6,-8.4
COc1cccc(C(C)NC(=O)Nc2cccc(C(F)(F)F)c2)c1 (configuration not stated),8.1,73.5,-16.6,68.2,9.9,4.1,4.0,-2.6,-3.7,-11.4

# 2 entries drawn at random from those above, as already listed:
molecule,NPY-Y2 antag,bCat KO growth,BB579 growth dn,PTEN del growth,E-sel TNF inh,Measles CPE,GALR2 antag,Phagocytosis inh,MRP1 act,Yeast lifespan up
COc1cc(/C=C/C(=O)OCC(=O)Nc2ccc3c(c2)OCCO3)ccc1OCC#N,7.6,104.5,-28.2,98.8,-0.8,24.2,-1.4,-1.1,-2.0,-0.5
Cc1ccnn1CCSCC(=O)O,-0.2,93.4,15.9,98.2,8.0,3.5,-7.4,1.3,1.6,-13.6

# Whole records, quoted from the list. Screens in order: NPY-Y2 antag | bCat KO growth | BB579 growth dn | PTEN del growth | E-sel TNF inh | Measles CPE | GALR2 antag | Phagocytosis inh | MRP1 act | Yeast lifespan up
# Entry for Cc1ccnn1CCSCC(=O)O → -0.2 | 93.4 | 15.9 | 98.2 | 8.0 | 3.5 | -7.4 | 1.3 | 1.6 | -13.6
# Entry for C=CCNC(=O)c1ccc(Cn2c(=S)[nH]c3cc4c(cc3c2=O)OCO4)cc1 → 1.1 | 85.7 | -44.6 | 74.8 | -31.4 | 20.1 | 2.2 | nt | -4.9 | -12.2
# Entry for Cc1ccc2[nH]c3c(=O)n(CCC4=CCCCC4)cnc3c2c1 → 0.8 | 106.2 | 4.5 | 100.1 | -8.9 | 4.1 | 5.1 | nt | 0.5 | -8.6
# Entry for COc1cccc(C(C)NC(=O)Nc2cccc(C(F)(F)F)c2)c1 (configuration not stated) → 8.1 | 73.5 | -16.6 | 68.2 | 9.9 | 4.1 | 4.0 | -2.6 | -3.7 | -11.4
